# Screening results: PubChem, National Center for Advancing Translational Sciences (NCATS)
# L3MBTL1 block: qHTS Assay for the Inhibitors of L3MBTL1. AlphaScreen L3MBTL1–H3K9me1 peptide binding. Potency, µM (titrated, usually from 57.1 µM), without a hit: at the top dose activity, negative = inhibition, hits mostly inhibitors. Lethal(3)malignant brain tumor-like protein 1 (Homo sapiens), Q9Y468. actives 0.66% (n = 230,000); note: % is set by controls: 0 for no effect and ±100 for the full control effect; nearly all actives have a fitted effect of over 60% in size
#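 Read-out is AlphaScreen signal from streptavidin donor and nickel chelate acceptor beads (10 ug/mL final each) bridging L3MBTL1 (50 nM) and biotinylated K9-monomethylated H3(1-15) peptide (75 nM), after 30 min compound exposure at room temperature.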
# TRb SRC2 PPI: qHTS for Inhibitors of the Interaction of Thyroid Hormone Receptor and Steroid Receptor Coregulator 2. Thyroid hormone receptor beta (Homo sapiens), P10828. TRbeta-SRC2 peptide binding, fluorescence polarization; receptor liganded with 1 µM T3. Potency, µM (doses to about 106 µM), without a hit: at the highest dose activity change, negative = inhibition, most hits filed as inhibitors. actives 0.065% (n = 280,000);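 note: plate controls were bound peptide for no effect and peptide without receptor for full effect; nearly all actives have a fitted effect of over 50% in size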
# Target sequence (P10828 whole entry, looked up): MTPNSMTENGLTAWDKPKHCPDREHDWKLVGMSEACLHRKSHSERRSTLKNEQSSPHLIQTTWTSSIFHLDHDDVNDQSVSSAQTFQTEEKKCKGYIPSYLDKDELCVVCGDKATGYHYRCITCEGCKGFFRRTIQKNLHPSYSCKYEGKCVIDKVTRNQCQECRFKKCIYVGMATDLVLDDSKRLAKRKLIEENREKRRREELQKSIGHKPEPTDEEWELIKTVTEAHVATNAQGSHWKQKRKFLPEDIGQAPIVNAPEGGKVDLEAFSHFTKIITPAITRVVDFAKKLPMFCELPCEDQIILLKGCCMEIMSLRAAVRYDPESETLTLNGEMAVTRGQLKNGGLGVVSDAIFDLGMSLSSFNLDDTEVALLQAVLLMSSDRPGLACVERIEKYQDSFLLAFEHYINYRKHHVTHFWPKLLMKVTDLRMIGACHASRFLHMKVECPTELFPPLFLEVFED
#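 Assay buffer: 20 mM Tris-HCl, 100 mM NaCl, 10% glycerol, 1 mM EDTA, 0.01% NP-40, 1 mM DTT, 1 uM T3, 5% DMSO; TRb LBD 0.6 uM, Texas Red SRC2 20 nM; FP after 5 hr.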
# HTT cytoprotect: qHTS Multiplex Assay to Identify Dual Action Probes in a Cell Model of Huntington: Cytoprotection (ATP); PC12 HTT-Q103 induced, cytoprotection, ATP luminescence, 40 h; Potency, µM (series often up to 56.4 µM), for inactives: cytoprotection (ATP increase), hits mostly activators; actives 0.14% (n = 230,000); AID 1471, 2008;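 note: % of control where 0% means no effect; nearly all actives have a fitted effect of over 45% in size; toxic huntingtin expression switched on by the ecdysone agonist tebufenozide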
#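 Stable PC12 Q103-GFP cells in serum-supplemented, phenol red-free DMEM; induction by tebufenozide at 100 nM final; compound dose series; cell viability quantified luminescently from ATP.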
# Tau ThT inhib: qHTS for Inhibitors of Tau Fibril Formation, Thioflavin T Binding; Microtubule-associated protein tau (Homo sapiens), P10636; recombinant tau K18 P301L, heparin-induced fibrillization, ThT fluorescence; Potency, µM (doses to about 57.4 µM), inactives show top-dose activity, negative = inhibition, usual class: inhibitors; actives 2.1% (n = 270,000); AID 1460, 2008; note: % is set by controls: 0 for no effect and ±100 for the full control effect; nearly all actives have a fitted effect of over 55% in size
# Target sequence (P10636 561-689 P618L limits assumed): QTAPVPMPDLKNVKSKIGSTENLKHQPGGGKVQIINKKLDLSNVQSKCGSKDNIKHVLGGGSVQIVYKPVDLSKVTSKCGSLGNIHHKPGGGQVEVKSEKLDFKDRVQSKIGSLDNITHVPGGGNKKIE
#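 Using a mix of unlabeled (15 uM) and Alexa 594-labeled (0.24 uM) tau K18 P301L, heparin-triggered fibrillization over 6 hr at 37 C was scored by ThT fluorescence.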
# Tau fibril FP: qHTS for Inhibitors of Tau Fibril Formation, Fluorescence Polarization; Microtubule-associated protein tau (Homo sapiens), P10636; Potency, µM (highest dose often 57.7 µM), inactives show top-dose activity, negative = inhibition, hits mostly inhibitors; actives 0.39% (n = 280,000); K18 P301L tau heparin fibrillization, Alexa594 FP, 6 h; note: % is set by controls: 0 for no effect and ±100 for the full control effect; nearly all actives have a fitted effect of over 55% in size
#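 Heparin (20 uM) drove fibril formation of recombinant tau K18 P301L, 15 uM unlabeled with 0.24 uM Alexa 594 label, for 6 hr at 37 C in 100 mM sodium acetate pH 7. Fluorescence polarization (555/632 nm) read 1 hr after 30 uM ThT.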
# RECQ1 inh: qHTS Assay for Inhibitors of RecQ-Like Dna Helicase 1 (RECQ1) | ATP-dependent DNA helicase Q1 (Homo sapiens), P46063 | RECQ1 DNA unwinding, red fluorescence kinetic read | Potency, µM (doses to about 57.3 µM), inactives show at the top dose activity, negative = inhibition, hits mostly inhibitors | actives 0.54% (n = 240,000) | AID 2549, 2010;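 note: plate controls were vehicle for no effect and no enzyme for full effect; nearly all actives have a fitted effect of over 30% in size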
#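 RECQ1T1 50 nM; forked duplex (20 bp + 30-nt ss tails) 200 nM, ATP 2 mM final; pH 8.0, 2 mM MgCl2, 2.5 ug/ml poly(dI-dC); 15 min compound preincubation; discontinuous kinetic read over 2 h at RT.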
# Tau fluor counter: Counterscreen qHTS for Inhibitors of Tau Fibril Formation, Fluorescence Polarization; Potency, µM (highest dose often 57.7 µM), without a hit: top-dose activity change, negative = decrease; AID 1463, 2008; actives 0.93% (n = 280,000); tau K18 P301L (four-repeat tau fragment) Alexa594 fluorescence, heparin fibrillization; note: % is set by controls: 0 for no effect and ±100 for the full control effect; nearly all actives have a fitted effect of over 55% in size
#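 Human K18 P301L tau (15 uM unlabeled plus 0.24 uM Alexa 594-labeled, final) in 100 mM sodium acetate pH 7 was mixed with compound and 20 uM heparin and incubated 6 hr at 37 C.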
# TexasRed fluor: Total Fluorescence Counterscreen for Inhibitors of the Interaction of Thyroid Hormone Receptor and Steroid Receptor Coregulator 2; actives 0.29% (n = 280,000); Potency, µM (highest dose often 106 µM), for inactives: at the top dose fluorescence change, negative = quenching; AID 1479, 2009; TRb/SRC2 Texas Red total fluorescence interference; active = well fitted curve in either direction with a large enough effect; inconclusive = small, poorly fitted or top-dose-only effect; note: % is set by controls: 0 for no effect and ±100 for the full control effect
#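 Human TRβ ligand-binding domain (0.6 uM) and Texas Red SRC2 peptide (20 nM) in Tris buffer with 1 uM T3 and 5% DMSO were incubated with pinned compound for 5 hr at ambient temperature. Total fluorescence was computed as S + 2P (555/632 nm).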
# * marks the source's active call; other numbers are inactive results; i = inactive; ? = inconclusive; . = no result given; [ ] = another dose, or the depositor's remark. Unless noted, calls come from the whole dose curve; as a rule, active = well fitted curve in the direction sought with a large enough effect; inconclusive = small, poorly fitted or top-dose-only effect, or another doubt; inactive = no such curve, though single readings can be large; an effect the other way counts as inactive or inconclusive. Potency is the fitted concentration of half-maximal effect. These rows are one share of the data (hit frequency here may not be typical).
SMILES,L3MBTL1 block,TRb SRC2 PPI,HTT cytoprotect,Tau ThT inhib,Tau fibril FP,RECQ1 inh,Tau fluor counter,TexasRed fluor
O=C(Nc1ccc(Cl)cc1)N1CCCC(Cn2cccc2)C1 (stereo unspecified),-26%,-7%,14%[10 µM],-9%,-10%,-2%,-27%,-2%
Cc1ccc(-n2c(C)c([N+](=O)[O-])c3ccc(O)c(CN(C)C)c32)cc1,.,7%,-4%,?,10%,-9%,-27%,2%
COc1cccc(NC(=O)CN(C)S(=O)(=O)c2cccs2)c1,.,0%,.,-2%,7%,.,-9%,-17%
COc1ccc2c(CC(=O)OCC(=O)Nc3cc(C)c(C)cc3[N+](=O)[O-])coc2c1,-19%,5%,15%[10 µM],?,8%,-12%,-30%,1%
O=C(Nc1ccc(F)cc1)c1ccc(-n2ccnc2)nc1,2%,3%,-9%,2%,1%,-6%,-4%,1%
CCCCNC(=O)c1ccc2c(c1)N(CC)C(=O)CS2,40%[activator],-5%,-15%[0.074 µM],3%,2%,i,-3%,-9%
Cc1ccc(C(c2sc3nc(C)nn3c2O)N2CCN(C(=O)c3ccco3)CC2)cc1 (stereo unspecified),0%,-3%,28%[10 µM],-6%,1%,-10%,-2%,-2%
N#CC1=C(SCc2ccc(C#N)cc2)N=C(N)C(c2nc(-c3ccccc3)cs2)C12CCCCC2 (stereo unspecified),.,9%,-31%,-6%,?,-18%,-25%,1%
O=P(O)(CCc1ccccc1)C(O)c1ccccc1 (stereo unspecified),6%,-16%,14%,-2%,12%,0%,1%,-2%
S=C(NCc1ccco1)Nc1ccccn1,-3%[11.4 µM],-4%,-25%,-3%,-3%,-3%,0%,-5%
Cc1cccc(-c2nc(C)c(CCNC(=O)C(=O)Nc3c(C)cc(C)cc3C)s2)c1,.,-1%,.,-14%,2%,.,-8%,-1%
CCOC(=O)c1ccc(NC(=O)Cn2ccc([N+](=O)[O-])n2)cc1,1%[11.4 µM],-2%,?,-13%,7%,i,3%,-3%
Cc1ccc2oc(=O)c(-c3nc(-c4cccs4)no3)cc2c1,.,2%,.,-15%,?,.,-15%,-4%
Cc1ccc(N(C(=O)c2cnccn2)C(C(=O)NC2CCCCC2)c2ccc(O)cc2)cc1 (stereo unspecified),14%,-1%,-8%[10 µM],-6%,3%,11%,-8%,0%
C=CCn1c(=O)c2ccccc2n2c(SCC(=O)N3CCCc4ccccc43)nnc12,1%,-1%,-14%[10 µM],-11%,2%,i,-12%,4%
CCN(CC(=O)NC(C)C)C(=O)[C@H](C)NC(=O)c1ccc(Br)cc1,-7%,-2%,-5%[10 µM],-4%,?,-1%,-13%,0%
COC(=O)c1cc2c(C)nn(-c3ccccc3)c2s1,15%,5%,-19%,-16%,-6%,i,-15%,3%
COC(=O)c1ccc(C(NC(=O)OCc2ccccc2)/C(F)=C/[C@@H](C)C(=O)N(C)Cc2cccnc2)cc1 (stereo partly specified),.,-1%,1%,-16%,0%,i,-9%,-2%
CC(=O)NC(Cc1ccccc1)C(=O)OCC(=O)c1ccc(Cl)cc1 (stereo unspecified),8%,3%,.,2%,3%,-6%,5%,-1%
O=C(NCc1ccc(Cl)cc1)c1cnc2sc(N3CCCCCC3)nn2c1=O,.,7%,.,-1%,0%,.,-2%,-3%
COc1ccc(-n2nc(C(=O)Nc3cc(C)ccn3)c3c4ccccc4n(C)c3c2=O)cc1,.,-1%,.,0%,-3%,.,-11%,-1%
CC(Oc1cccc(F)c1)C(=O)/C=C\N(C)C (stereo unspecified),8%,-15%,-4%,-11%,-2%,-12%,-8%,-2%
S=c1[nH]ncn1-c1ccccn1,9%,-9%,15%[10 µM],-8%,-3%,-5%,-1%,-2%
CCC(c1ccc(O)cc1)C(CC)c1ccc(O)cc1 (stereo unspecified),-6%,7%,-12%,-15%,-2%,i,?,-4%
COc1ccc(CNC(=O)CSc2ccc(Br)cc2)cc1OC,-5%,-1%,7%[10 µM],-1%,1%,-5%,-2%,-6%
Cc1nn(C)cc1C(C(=O)NC1CCCCC1)N(CCc1ccccc1)C(=O)c1cnccn1 (stereo unspecified),-1%,-2%,22%[10 µM],-10%,3%,-5%,-1%,-3%
Cc1cccc(C)c1OCCn1c(C2CC(=O)N(c3cccc(Cl)c3)C2)nc2ccccc21 (stereo unspecified),.,7%,.,-6%,-20%,.,-11%,-1%
Cc1cc2c(c(=O)o1)C1(C(=O)N(C)c3ccccc31)C(C#N)=C(N)O2 (stereo unspecified),39%,-19%,0%[10 µM],3%,4%,-4%,2%,2%
O=C(NNC(=O)c1c(F)cccc1F)c1ccccc1-n1cccc1,-2%,0%,5%,-7%,-1%,-3%,-1%,0%
Cc1c(C(=O)NC(=S)Nc2ccc(N3CCOCC3)cc2)cccc1[N+](=O)[O-],.,3%,-40%[inhibitor],-15%,-3%,-12%,-19%,0%
CCOc1ncccc1C(=O)OCc1ccccc1,82%[activator],-10%,12%[0.074 µM],9%,-1%,11%,6%,-8%
Cc1ccc(S(=O)(=O)N2CCOCC2)cc1C(=O)Nc1ccccn1,16%,-2%,11%[10 µM],7%,2%,-1%,7%,-2%
COc1ccc(Nc2nc3ccc(C)cc3nc2-n2nc(C)cc2C)cc1Cl,.,4%,.,-10%,?,.,14µM*[quencher],2%
CN(Cc1ccccc1)c1ccc2nnc(-c3ccccc3)n2n1,-2%,-2%,.,?,-13%,5%,-10%,-2%
Cc1ccc2c(CNCc3cccc(Cl)c3)c(C(=O)O)n(Cc3ccc(F)cc3Cl)c2c1,.,4%,.,-3%,2%,.,-11%,-1%
COc1ccc(C(=O)CCN2CCCCCC2)cc1,1%,-13%,-40%[inhibitor],?,?,-5%,1%,-2%

# Part of the list above, with values under each structure:
# Second line of a record – L3MBTL1 block, TRb SRC2 PPI, HTT cytoprotect, Tau ThT inhib, Tau fibril FP, RECQ1 inh, Tau fluor counter, TexasRed fluor
- Cc1cc2c(c(=O)o1)C1(C(=O)N(C)c3ccccc31)C(C#N)=C(N)O2 (stereo unspecified)
→ 39%, -19%, 0%[10 µM], 3%, 4%, -4%, 2%, 2%
- COc1ccc(C(=O)CCN2CCCCCC2)cc1
→ 1%, -13%, -40%[inhibitor], ?, ?, -5%, 1%, -2%
- Cc1cccc(C)c1OCCn1c(C2CC(=O)N(c3cccc(Cl)c3)C2)nc2ccccc21 (stereo unspecified)
→ ., 7%, ., -6%, -20%, ., -11%, -1%
- COc1ccc(Nc2nc3ccc(C)cc3nc2-n2nc(C)cc2C)cc1Cl
→ ., 4%, ., -10%, ?, ., 14µM*[quencher], 2%
- Cc1c(C(=O)NC(=S)Nc2ccc(N3CCOCC3)cc2)cccc1[N+](=O)[O-]
→ ., 3%, -40%[inhibitor], -15%, -3%, -12%, -19%, 0%
- CN(Cc1ccccc1)c1ccc2nnc(-c3ccccc3)n2n1
→ -2%, -2%, ., ?, -13%, 5%, -10%, -2%
- O=C(NNC(=O)c1c(F)cccc1F)c1ccccc1-n1cccc1
→ -2%, 0%, 5%, -7%, -1%, -3%, -1%, 0%

# Quoted from the listing.
# Cc1ccc(N(C(=O)c2cnccn2)C(C(=O)NC2CCCCC2)c2ccc(O)cc2)cc1 (stereo unspecified) @ HTT cytoprotect = -8%[10 µM]
# COC(=O)c1ccc(C(NC(=O)OCc2ccccc2)/C(F)=C/[C@@H](C)C(=O)N(C)Cc2cccnc2)cc1 (stereo partly specified) @ Tau fluor counter = -9%

# Remaining list, next part.
SMILES,L3MBTL1 block,TRb SRC2 PPI,HTT cytoprotect,Tau ThT inhib,Tau fibril FP,RECQ1 inh,Tau fluor counter,TexasRed fluor
Cc1ccc(N(O)C(=O)OCCNC(=O)Nc2ccccc2)cc1,2%,-2%,3%,-5%,2%,-5%,-5%,-2%
Cc1cc(C)nc(/N=C2\NC(=O)CC(C(=O)O)N2c2ccc(Cl)cc2)n1 (stereo unspecified),4%,8%,-12%,-8%,-5%,0%,-8%,0%
COc1cc(C=O)ccc1OCc1ccccc1Br,18%,-6%,.,?,?,6%,-20%,-4%
CSc1nc(Oc2ccc(F)cc2F)cc(C(F)(F)F)n1,3%,5%,-3%,-12%,-7%,i,-11%,0%
COCCN1Cc2cccc(C(=O)NCc3ccccn3)c2C1=O,-1%,8%,-5%,-3%,5%,-3%,-1%,-1%
COCCCNC(=O)c1ccc2c(=O)n(Cc3ccc4c(c3)OCO4)c(=S)[nH]c2c1,-1%,1%,-6%,-14%,-8%,-9%,-16%,-1%
CCOC(=O)N1CCN(Cc2nc3c(c(=O)n(C)c(=O)n3C)n2Cc2cccc(C)c2)CC1,33%[activator],-23%,-27%[0.074 µM],-6%,-6%,-1%,0%,2%
